Bioassay records deposited in PubChem by National Center for Advancing Translational Sciences (NCATS).
AT treatment – potential ataxia-telangiectasia treatments restoring KAP-1 phosphorylation; 320,000 compounds, 0.19% hits; Potency, µM (highest dose often 57.5 µM), for inactives: at the highest dose activation, most hits filed as activators; […] A-T fibroblasts, KAP-1 phosphorylation AlphaLISA; neocarzinostatin DNA damage 30 min before lysis; AID 485349; also: potency is read from the fitted curve at half-maximal effect; % of control where 0% means no effect; nearly all actives have a fitted effect of over 45% in size
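ATM-like activity read as KAP-1 phosphorylation via AlphaLISA donor/acceptor antibody pairs after lysis and 6 hr at 25C. Cells were ATM-null patient fibroblasts ([…], hTERT), dosed 60 min, then exposed to the DSB inducer NCS for 30 min.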
p53 reactivation – re-activators of mutant p53; H1299 p53-A138V BP100-luciferase reporter, luminescence, 24 h; Potency, µM (doses to about 92.2 µM), inactives show at the top dose activity change, positive = activation, hits mostly activators; 320,000 compounds, 0.063% hits; also: potency is read from the fitted curve at half-maximal effect; % of control where 0% means no effect; nearly all actives have a fitted effect of over 45% in size
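p53-null H1299 cells stably carrying temperature-sensitive p53-A138V and a BP100-luciferase reporter were pinned with compounds (4-point, 1:5 series) and held 24 hrs at 37 deg C. Luminescence was read 10 min after detection reagent.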
MLL CXXC-DNA inh – inhibitors of human MLL CXXC domain-DNA interaction. MLL-CXXC / FITC-HOXA9 DNA fluorescence polarization. AID 2662. Potency, µM (series often up to 115 µM), for the others: top-dose activity change, negative = inhibition, usual class: inhibitors. 290,000 compounds, 0.037% hits; active = well fitted inhibition curve with a large enough effect in the polarisation, with a control signal flat, not every such curve was filed as active; inconclusive = small, poorly fitted or top-dose-only effect, or effect the other way, or a change in a side signal; inactive = no such curve, though single readings can be large or run the other way; the % refers to the polarisation; also: potency is read from the fitted curve at half-maximal effect
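Steps: dispense CXXC domain solution (7 uM) → pin compounds or unlabeled HOX-A9 DNA control → 5 min ambient → add FLSN-HOX-A9 solution (50 nM) → spin → 30 min ambient → fluorescence polarization. Tris pH 7.5/NaCl/DTT/BSA buffer.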
BRCA1 expr up – BRCA1 expression activation; Potency, µM (highest dose often 46.1 µM), for the others: top-dose activation, usual class: activators; 380,000 compounds, 1.1% hits; AID 624202; MCF7-BRCA1-FFLuc reporter, luminescence, 48 h; response scale: scaled: vehicle 0%, 10 µM genistein 100%; also: potency is read from the fitted curve at half-maximal effect; nearly all actives have a fitted effect of over 80% in size; some results filed as inactive show a strong effect at the top dose
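First, MCF7-BRCA1-FFLuc cells (2000/well) attach for 2 h; next, compounds are pin-added and incubated 48 h at 37 °C; finally, luciferase reagent is added and luminescence read after 15 min.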
TCR activator – activators of T cell receptors; primary human leukocytes, anti-CD3, IL-2 HTRF, 48 h; Potency, µM (highest dose often 9.22 µM), without a hit: at the highest dose activation of IL-2 secretion, most hits filed as activators; 330,000 tested, under 10 active; AID 504894; also: % of control where 0% means no effect
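Human primary leukocytes + a-CD3 beads + cpd, 48 hr; IL-2 in supernatant by HTRF (ex 320nm / em 665nm). No co-stimulatory signal supplied.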
TSG101-PTAP inh – blocks PTAP/TSG101 interaction to inhibit HIV-1 budding; Q99816; Fluorescence polarization, FITC-PTAP peptide / Tsg101 binding; Potency, µM (titrated, usually from 115 µM), for the others: top-dose activity change, negative = inhibition, most hits filed as inhibitors; 340,000 tested, under 10 active; AID 493005; active = well fitted inhibition curve with a large enough effect in the main read-out, with a control signal flat, not every such curve was filed as active; inconclusive = small, poorly fitted or top-dose-only effect, or effect the other way, or a change in a side signal; inactive = no such curve, though single readings can be large or run the other way; also: potency is read from the fitted curve at half-maximal effect; % of control where 0% means no effect
Target sequence (Q99816 whole entry, looked up): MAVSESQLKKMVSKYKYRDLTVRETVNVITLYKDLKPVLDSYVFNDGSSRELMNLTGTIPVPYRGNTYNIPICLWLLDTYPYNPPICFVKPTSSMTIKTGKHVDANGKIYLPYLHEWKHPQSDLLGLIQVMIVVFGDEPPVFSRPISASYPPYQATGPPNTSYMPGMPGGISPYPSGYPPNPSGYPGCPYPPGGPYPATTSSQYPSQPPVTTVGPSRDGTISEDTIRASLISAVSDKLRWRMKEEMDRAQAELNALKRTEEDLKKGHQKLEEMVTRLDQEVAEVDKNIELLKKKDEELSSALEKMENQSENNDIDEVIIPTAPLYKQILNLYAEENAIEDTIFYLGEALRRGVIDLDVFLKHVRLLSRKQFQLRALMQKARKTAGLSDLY
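FP read-out: FITC-PTAP peptide, 50 nM final, binding Tsg101 binding domain, 10 uM final; 20 min, r.t.; 10 mM HEPES pH 7.5, 0.15 M NaCl, 0.01% Tween 20, 3 mM EDTA, 0.1 mM TCEP.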
B2AR arrestin – beta2AR (human) beta-arrestin recruitment activity; beta-arrestin recruitment to beta2AR, cell-based reporter; P07550; Potency, µM (highest dose often 46.1 µM), for the others: top-dose activation, usual class: activators; 330,000 compounds, 0.02% hits;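 also: potency is read from the fitted curve at half-maximal effect; 0% = DMSO controls and full agonism = EC100 isoproterenol or metaproterenol; nearly all actives have a fitted effect of over 65% in size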
Target sequence (P07550 whole entry, looked up): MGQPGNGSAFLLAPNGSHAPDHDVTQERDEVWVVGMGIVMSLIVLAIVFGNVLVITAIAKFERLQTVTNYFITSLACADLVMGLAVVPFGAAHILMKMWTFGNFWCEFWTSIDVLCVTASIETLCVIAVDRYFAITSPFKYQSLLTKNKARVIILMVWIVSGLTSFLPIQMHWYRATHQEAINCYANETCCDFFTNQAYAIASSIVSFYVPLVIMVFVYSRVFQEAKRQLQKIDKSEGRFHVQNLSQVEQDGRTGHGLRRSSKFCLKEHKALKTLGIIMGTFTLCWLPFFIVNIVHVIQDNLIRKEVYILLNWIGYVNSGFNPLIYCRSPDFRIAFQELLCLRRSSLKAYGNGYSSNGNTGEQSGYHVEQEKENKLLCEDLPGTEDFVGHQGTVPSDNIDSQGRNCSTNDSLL
a7 integrin act – activators of alpha7 integrin expression for muscular dystrophy; alpha7betagal myoblasts, beta-gal FDG fluorescence, 48 h; Potency, µM (series often up to 38.3 µM), without a hit: top-dose activation, usual class: activators; 350,000 compounds, 0.064% hits;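 also: potency is read from the fitted curve at half-maximal effect; 100% = response of the positive control SU9516; nearly all actives have a fitted effect of over 60% in size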
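Alpha7betagal+/- myoblasts (passage 13) were plated 16-24 hr, then exposed to compounds (1:260 dilution of DMSO stock) for 48 hours at 37C. After MPER lysis, β-galactosidase reporter activity was read as FDG fluorescence (ex 480/em 540) after 30 minutes.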
TRPV1 agonist – human TRPV1 agonism | TRPV1-expressing cells, Fluo-8 calcium influx, agonist mode | 320,000 compounds, 0.19% hits | activation, % at 8.33 µM | AID 540275 | Q8NER1; in the data active = activation above about 80%; inconclusive = between about 30% and that limit; also: 0% is about no effect
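Fluo-8 calcium influx in TRPV1-expressing cells, kinetic read (ex 480/em 520 nm). Compound added and read 3 min for agonist activity, followed by capsaicin at EC20 final and 2 min further read for enhancement.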
ELG1 repair inh – blocks ELG1-dependent DNA repair in HEK293T cells. HEK293T ELG1-luciferase reporter, luminescence, 16 h; DNA damage induced by 5-fluorouridine. Potency, µM (titrated, usually from 46.1 µM), inactives show at the top dose activity change, negative = inhibition, most hits filed as inhibitors. 330,000 compounds, 2.3% hits; also: potency is read from the fitted curve at half-maximal effect; % is scaled to controls: 0 for no effect and ±100 for the full control effect; nearly all actives have a fitted effect of over 55% in size
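Reporter activity after DNA damage by 5-fluorouridine is monitored. Compound-treated cells incubate 16 hr at 37 °C, then ONE-Glo is added for 30 min before luminescence reading.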
Active calls of the source: *; ? = inconclusive; . = no result given; [ ] = remark or other dose. Unless noted, calls follow the shape of the dose curve; as a rule, active = well fitted curve in the direction sought with a large enough effect; inconclusive = small, poorly fitted or top-dose-only effect, or another doubt; inactive = no such curve, though single readings can be large; an effect the other way counts as inactive or inconclusive.

SMILES	AT treatment	p53 reactivation	MLL CXXC-DNA inh	BRCA1 expr up	TCR activator	TSG101-PTAP inh	B2AR arrestin	a7 integrin act	TRPV1 agonist	ELG1 repair inh
CN(C)S(=O)(=O)c1cccc(NC(=S)Nc2ccc(Cl)cc2Cl)c1	3%	-1%	2%	-50%	-5%	-1%	-0.1%	-9%	-3	?
O=C(COC(=O)Cn1cnc2ccccc21)NCCCc1ccccc1	4%	-2%	0%	-15%	0%	1%	-0.4%	13%	0	13%
Cc1nonc1OCC(C)(COc1nonc1C)NC(=O)c1ccccc1	-1%	-3%	-1%	2%	-2%[46.1 µM]	-10%	0.4%	9%	0	2%
CC1CCCN(CCCCOc2cccc(Br)c2)C1 (stereo not given)	-1%	0%	3%	-24%	-3%[46.1 µM]	-9%	-2.2%	-27%	4	2%
Cc1noc(C)c1COC(=O)CCCc1nc2ccccc2s1	5%	3%	6%	9%	-1%	-3%	-0.1%	13%	11	6%
COCc1ccccc1Cn1cnc2c1c(=O)n(C)c(=O)n2C	7%	5%	9%	-24%	-8%	2%	-0.2%	-46%[inhibitor]	-4	-3%
CCC(=O)c1ccc(OCC(=O)Nc2nc(C)cs2)cc1	5%	15%	.	-3%	-1%	2%	-0.1%	-5%	.	?
CCOc1ccc(NC(=O)Cn2nnc3c(cnn3-c3ccc(F)cc3)c2=O)cc1	-7%	4%	-6%	9%	2%	-2%	-0.1%	-5%	9	5%
O=C(CN1C(=O)CSC1=O)N1CCCC(Nc2ccc(F)cc2)C1 (stereo not given)	12%	10%	8%	2%	-3%	-7%	0.7%	-6%	9	-10%
Cc1cc(C(=O)N/N=C/c2sccc2C)no1	-1%	30%	3%	47%	2%[46.1 µM]	-3%	-0.1%	35%	-2	?
O=C(COC(=O)c1ccc(F)cc1Cl)NC(=O)NC1CCCC1	10%	-1%	.	0%	.	0%	-1.7%	-12%	8	1%
Cc1onc(-c2ccccc2Cl)c1C(=O)OCn1nnc2ccccc2c1=O	6%	-8%	-2%	9%	1%	-7%	-0.1%	-21%	15	-11%
CC(C)c1c(O)nc(SCc2ccccc2)[nH]c1=O	2%	11%	0%	-1%	-2%	-2%	0.4%	-12%	0	14%
COc1ccc(C2=NN(C(=O)CSc3ncccn3)C(c3cccc(OC)c3OC)C2)cc1 (stereo not given)	-1%	0%	-2%	-9%	2%	-2%	-0.9%	-2%	5	?
Cc1cc(C(=O)NC2CCCN(Cc3ccccc3F)C2)n[nH]1 (stereo not given)	33%	0%	6%	-1%	0%	2%	-0.4%	-19%	5	11%
CN1CCN(NC(=O)CN(C)S(=O)(=O)c2cc(Cl)ccc2Cl)CC1	-3%	-5%	8%	36%	-6%	-3%	-0.1%	?	3	-6%
COc1ccc2sc(C)[n+](C)c2c1	-6%	15%	8%	-25%	.	-1%	0.0%	-25%	0	-19%
CCCCN(CCCNc1ncnc2nc[nH]c12)c1ccccc1	7%	-8%	-1%	-14%	3%[46.1 µM]	-8%	-0.6%	-11%	?	?
CCOC(=O)C1=C(C)c2ccccc2N(C(=O)OC)C1(C)C(=O)OCC (stereo not given)	35%	-21%	.	-24%	-1%[46.1 µM]	0%	-0.5%	-30%	.	-19%
Cc1ccc(C(=O)NC(C(=O)Nc2cccc(S(N)(=O)=O)c2)C(C)C)cc1 (stereo not given)	2%	0%	-9%	-16%	-1%	-5%	-0.7%	16%	.	19%

A draw from above in order of SMILES length, high to low.
SMILES	AT treatment	p53 reactivation	MLL CXXC-DNA inh	BRCA1 expr up	TCR activator	TSG101-PTAP inh	B2AR arrestin	a7 integrin act	TRPV1 agonist	ELG1 repair inh
Cc1onc(-c2ccccc2Cl)c1C(=O)OCn1nnc2ccccc2c1=O	6%	-8%	-2%	9%	1%	-7%	-0.1%	-21%	15	-11%
O=C(COC(=O)Cn1cnc2ccccc21)NCCCc1ccccc1	4%	-2%	0%	-15%	0%	1%	-0.4%	13%	0	13%
CC1CCCN(CCCCOc2cccc(Br)c2)C1 (stereo not given)	-1%	0%	3%	-24%	-3%[46.1 µM]	-9%	-2.2%	-27%	4	2%
COc1ccc2sc(C)[n+](C)c2c1	-6%	15%	8%	-25%	.	-1%	0.0%	-25%	0	-19%

(list continues)
SMILES	AT treatment	p53 reactivation	MLL CXXC-DNA inh	BRCA1 expr up	TCR activator	TSG101-PTAP inh	B2AR arrestin	a7 integrin act	TRPV1 agonist	ELG1 repair inh
CCOC(=O)C1=C(COC(=O)CCC(=O)c2ccc(C)cc2)NC(=O)NC1C (stereo not given)	-8%	4%	.	4%	-11%	-4%	-0.3%	16%	1	18%
Cc1ccc(C(=O)N2CCN(c3ccc(F)cc3)CC2)cc1S(=O)(=O)N1CCCCC1	8%	-18%	11%	-51%	-5%	.	-0.1%	-19%	16	?
COc1ccc(NCc2nnc(SCC(=O)Nc3cccc(C)c3)o2)cc1	-2%	3%	0%	0%	-3%	-7%	-0.2%	3%	-2	12%
O=C(Nc1ccc(OC(F)(F)F)cc1)C1=NCCN1	1%	25%	-2%	13%	0%	1%	-0.2%	0%	11	?
C/C(CC(=O)Nc1cccc(Br)c1)=N\NC(=O)c1ccc(O)cc1O	-16%	5%	50%[activator]	47%	3%	-5%	0.9%	13%	?	21%
NC(=O)c1ccc(NC(=O)COC(=O)CCCc2c[nH]c3ccccc23)cc1	3%	4%	-4%	12%	-8%	-2%	0.0%	7%	1	9%
Cn1cc(Br)c(C(=O)Nc2c(F)c(F)c(F)c(F)c2F)n1	6%	0%	4%	5%	0%[46.1 µM]	-1%	0.0%	8%	2	17%
CCCN(CC1CC1)C(=S)NC(=O)c1cc(Br)ccc1Cl	-1%	5%	.	-51%	-8%	-2%	-0.1%	8%	6	-20%
COc1ccccc1C(C(=O)NC1CCCCC1)N(C(=O)c1csnn1)C1CC1 (stereo not given)	24%	-4%	?	0%	-4%	-4%	-0.4%	7%	1	14%
c1ccc2c(Nc3nncs3)c3ccccc3nc2c1	-13%	0%	12%	-12%	-1%	-1%	0.2%	-28%	4	2%
COc1cccc(CN2CCC(n3nccc3NC(=O)C3CC3)CC2)c1	0%	-4%	1%	0%	1%	-2%	0.0%	15%	0	8%
CC(=O)Nc1cccc([N+](=O)[O-])c1	2%	2%	4%	-1%	-4%	-2%	-0.1%	-2%	0	1%
COc1cccc(NC(=O)c2nnn(CCc3ccccc3)c2N)c1	7%	?	-3%	65%	-5%	0%	0.3%	-12%	4	?
CC(=O)c1c(COC(=O)c2ccco2)nc2ccccc2[n+]1[O-]	-2%	5%	-8%	-16%	4%	-5%	-0.2%	-18%	-3	12%
CN(CCC#N)c1ncnc2scc(-c3ccccc3)c12	0%	-26%	-2%	-12%	-3%	-2%	-0.3%	11%	-3	?
O=C(c1ccc(-c2ccccc2)cc1)N1CCN(c2ncccn2)CC1	-11%	-11%	-1%	-7%	-16%	-1%	-0.2%	14%	6	-9%
CCCCC(=O)OCC(=O)c1cc(C)n(-c2c(C)n(C)n(-c3ccccc3)c2=O)c1C	8%	3%	6%	-3%	1%	-4%	0.5%	-6%	-2	8%
c1ccc(NC(=NCc2ccco2)c2ccccc2)cc1	-1%	14%	8%	-4%	0%	-4%	-0.5%	15%	1	0%
CCCCN1C(=O)/C(=C2/C=CC=CN2C)SC1=S	-9%	9%	-9%	39%	6%	-12%	0.0%	4%	1	?
C=CCOc1c(Br)cc(CNc2ccc(NC(=O)C(C)C)cc2)cc1OCC	-7%	4%	41%[activator]	-17%	6%[46.1 µM]	-6%	0.1%	9%	-8	1%
CC(OC(=O)c1ccccc1CCc1ccccc1)C(N)=O (stereo not given)	-5%	-1%	?	-12%	-6%	-3%	-0.6%	?	?	-7%
CCCn1c(Nc2nc3ccccc3n2C)nc2ccccc21	-5%	-31%[inhibitor]	-9%	-119%[inhibitor]	0%	-2%	?	-68%[inhibitor]	1	?

Quoted from the listing.
BRCA1 expr up, O=C(CN1C(=O)CSC1=O)N1CCCC(Nc2ccc(F)cc2)C1 (stereo not given) = 2%
TCR activator, CC(OC(=O)c1ccccc1CCc1ccccc1)C(N)=O (stereo not given) = -6%
B2AR arrestin, COc1cccc(CN2CCC(n3nccc3NC(=O)C3CC3)CC2)c1 = 0.0%
a7 integrin act, CN(C)S(=O)(=O)c1cccc(NC(=S)Nc2ccc(Cl)cc2Cl)c1 = -9%

Rows were taken by chance. About 3.8% of those tested had a hit in this group.
